# Assay outcomes as filed in PubChem BioAssay.
# RNase H inhibition = RNase H inhibition, HIV 1 Gag Pol polyprotein, FRET biochemical assay, screening (AID 372); HIV-1 RT RNase H, FRET RNA/DNA substrate fluorescence; higher % means a stronger effect; actives 0.77% (n = 100,000); inhibition, % at 10 µM; hits with a dose series show IC50 in µM; in the data active means inhibition above about 50%
# The depositor's hits bear a star. A portion of the library; rates above refer to the full screens.
SMILES,RNase H inhibition
COc1ccc(NC(=O)CN(c2cc(Cl)cc(Cl)c2)S(C)(=O)=O)cc1OC,6%
Cc1ccc(Nc2nc(-c3ccc(C(C)C)cc3)c(CC(=O)O)s2)cc1,3%
COc1ccc(CCN2C(=O)/C(=C/c3c(NCCCn4ccnc4)nc4c(C)cccn4c3=O)SC2=S)cc1OC,4%
O=C(CC1C(=O)N(c2ccc(Cl)cc2)C(=S)N1NC(=O)c1cccc(F)c1)Nc1ccccc1Cl (configuration not stated),22%
O=C(Nc1cc(Oc2ccc(F)cc2)cc([N+](=O)[O-])c1)c1cc2nc(-c3cccs3)cc(C(F)(F)F)n2n1,10%
Cc1cccc(NC(=O)OCCOc2ccc(Br)cc2Br)c1,12%
O=C(O)c1ccc(S(=O)(=O)c2ccc3c(c2)C(=O)N(c2ccccc2C(=O)O)C3=O)cc1,0%
COc1ccc(/C=C(/NC(=O)c2ccco2)C(=O)Nc2ccc3ccccc3c2)cc1,14%
CCOC(=O)C1=C(C)N=c2s/c(=C\c3ccc(OCc4ccccc4Cl)c(OCC)c3)c(=O)n2C1c1ccc(OC)cc1 (configuration not stated),20%
CCOc1ccc(C2=C/C(=C/c3cc(Br)c(OC)cc3OC)C(=O)O2)cc1,13%
COc1ccc(CN2CCN(C3CCCC3)CC2)cc1Br,0%
CCC(C)c1ccccc1OCc1nnc(NC(=O)Nc2ccc(Cl)cc2Cl)s1 (configuration not stated),19%
CCCCNCCCCOc1ccc(C)cc1C,15%
O=C1c2cccc3cccc(c23)C(=O)N1CCN1CCN(CC(O)c2ccc([N+](=O)[O-])cc2)CC1 (configuration not stated),11%
Cc1cc(OCC(=O)Nc2ccccc2C(N)=O)ccc1Br,12%
CCCCCCCCCCP(=O)(O)c1ccccc1,14%
COC(=O)c1ccc(N2C(=O)c3c(Cl)c(Cl)c(Cl)c(Cl)c3C2=O)cc1,0%
O=[N+]([O-])c1ccccc1/C=C/C=Nc1ccc2oc(Cc3ccccc3)nc2c1,19%
Cc1oc2ccc(OCc3ccc(Cl)cc3)cc2c1C(=O)O,1%
COc1ccccc1N1CCN(/N=C\c2cccnc2)CC1,8%
CC1(C)CC(=O)C2=C(C1)OC(N)=C(C#N)C2c1cccc(Oc2ccc(Cl)cc2)c1 (configuration not stated),11%
O=S(=O)(Nc1ccc2c(c1)OCO2)c1ccccc1,0%
COCCCNC(=O)C(=O)Nc1ccccc1F,0%
O=C(c1nn2c(C(F)(F)F)cc(-c3ccc(Br)cc3)nc2c1Cl)N1CCOCC1,11%
COc1cc([N+](=O)[O-])ccc1NC(=O)c1ccc(S(=O)(=O)N2CC(C)OC(C)C2)cc1 (configuration not stated),0%
CCSc1nnc(NC(=O)COC(=O)C(CCSC)NC(C)=O)s1 (configuration not stated),9%
Cc1ccc(Cl)cc1N(Cc1ccc(C(=O)Nc2c(C)cccc2C)cc1)S(=O)(=O)c1ccccc1,15%
Cc1ccc(-c2nc3cc(Cl)ccc3o2)cc1NC(=S)NC(=O)c1cccc(F)c1,14%
COc1ccc2c(C)cc(N3CCc4ccccc4C3)nc2c1,28%
Cc1ccc2nsnc2c1NC(=O)c1ccccc1F,4%
CCCCCOC(=O)CCCN1C(=O)S/C(=C/c2ccc(OC)cc2)C1=S,12%
COc1ccccc1-c1c(Cc2ccccc2)[nH]n2c(=O)cc(C(C)C)nc12,0%
CN(C)c1ccc(/C=C/c2cc(C(F)(F)F)[nH]c(=O)n2)cc1[N+](=O)[O-],11%
COc1cccc(/C=C2\SC(=S)N(NC(=O)c3ccc([N+](=O)[O-])cc3)C2=O)c1,14%
CC(C)(C)C1=CC2(C=C(C(C)(C)C)C1=O)Nc1cccc3cccc(c13)N2,20%
O=C(CC1(O)C(=O)Nc2ccccc21)c1cccc2ccccc12 (configuration not stated),22%
Cc1cc(/C=C(/C#N)C(=O)Nc2ccc3ccccc3c2)c(C)n1-c1ccc(C(=O)O)cc1,8%
Cc1cccc(NC(=O)c2ccc(S(=O)(=O)N(C)C)cc2)n1,6%
CCN1CCN(Cc2ccc(-c3ccccc3)cc2)CC1,8%
CCCc1ccc(-c2ccc(-c3nc(-c4ccccn4)no3)cc2)cc1,11%

# Next section; it opens with the 7 that closed the last part.
SMILES,RNase H inhibition
COc1cccc(/C=C2\SC(=S)N(NC(=O)c3ccc([N+](=O)[O-])cc3)C2=O)c1,14%
CC(C)(C)C1=CC2(C=C(C(C)(C)C)C1=O)Nc1cccc3cccc(c13)N2,20%
O=C(CC1(O)C(=O)Nc2ccccc21)c1cccc2ccccc12 (configuration not stated),22%
Cc1cc(/C=C(/C#N)C(=O)Nc2ccc3ccccc3c2)c(C)n1-c1ccc(C(=O)O)cc1,8%
Cc1cccc(NC(=O)c2ccc(S(=O)(=O)N(C)C)cc2)n1,6%
CCN1CCN(Cc2ccc(-c3ccccc3)cc2)CC1,8%
CCCc1ccc(-c2ccc(-c3nc(-c4ccccn4)no3)cc2)cc1,11%
Cc1ccc(C)c(NC(=O)COc2cccc(C)c2C)c1,0%
CCn1c2ccccc2c2cc(CN3CCN(Cc4cccnc4)CC3)ccc21,14%
CCOC(=O)C1=C(C)N=c2s/c(=C\c3ccc(Br)cc3)c(=O)n2C1c1ccc(OC)cc1 (configuration not stated),19%
O=c1oc2ccc3ccccc3c2cc1-c1nc2ccccc2o1,3%
Cc1c(C(=O)Nc2ccc([N+](=O)[O-])cc2)cnn1-c1ccccc1,10%
CCSc1nc2c(c(=O)n1Cc1ccccc1)C1(CCCC1)Cc1ccccc1-2,3%
N#CC1=C(N)Oc2cc(O)ccc2C1c1ccc(Br)s1 (configuration not stated),10%
COc1ccc(C(=O)/C=C/c2sccc2C)cc1OC,7%
COC(=O)c1cc(Cl)c(NC(=O)c2ccco2)cc1OC,3%
COc1ccc(C(=O)NC(=S)Nc2ccc3ccccc3c2)cc1OC,17%
O=C(N/N=C/c1c(O)ccc2ccccc12)c1ccccc1O,22%
CCC(C)C(C(=O)O)N1C(=O)NC2NC(=O)NC21 (configuration not stated),0%
CN1C(=O)c2ccc(NC(=O)c3ccc(Cl)cc3Cl)cc2C1=O,8%
CCOc1cc(/C=C2\SC(N)=NC2=O)cc(Br)c1OC(=O)c1ccccc1,9%
CCOC(=O)c1ccccc1NCN1C(=O)CSC1=O,0%
O=Cc1sc([O-])nc1-[n+]1ccc(Cc2ccccc2)cc1,11%
CCOC(=O)c1c(C)[nH]c(C(=O)CC#N)c1C,6%
Cc1cc(Br)ccc1N1C(=O)/C(=C/c2ccc(F)cc2)C(=O)NC1=S,14%
CC(C)c1ccc(NC(=O)COc2ccc3ccccc3c2)cc1,12%
CCOc1ccc(N(CC(=O)NCCc2ccccc2)S(=O)(=O)c2ccc(Br)cc2)cc1,0%
Cc1ccc(S(=O)(=O)N/N=C/c2ccc(OC(=O)c3ccccc3[N+](=O)[O-])cc2)cc1,10%
Cc1cc(O)c(Cn2c3ccccc3c3ccccc32)cc1C,21%
CCn1c2ccccc2c2cc(/C=N/NC(=O)c3ccc(OC)cc3)ccc21,0%
CCOc1cc(/C=N/n2nnnc2N)c(Br)cc1OC(C)=O,17%
COc1cc(C)ccc1OCCOCCOc1cccc(C=O)c1,23%
CCOc1ccccc1/C=N/NC(=O)Nc1ccccc1,0%
CCOc1ccc(NC2OC(=O)c3c2ccc(OC)c3OC)cc1 (configuration not stated),0%
COc1cc(C)c(C(C)C)cc1S(=O)(=O)Oc1cccc2ccc(C)nc12,41%
c1ccc2c(c1)ccc1nnc(-c3ccc4c(c3)OCO4)n12,4%
CCOC(=O)C1=C(C)N=c2s/c(=C\c3cccc(Br)c3)c(=O)n2C1c1ccc(OC)c(OC)c1 (configuration not stated),3%

# Shown as labelled records: 4 of the compounds above
CCn1c2ccccc2c2cc(/C=N/NC(=O)c3ccc(OC)cc3)ccc21
  RNase H inhibition: 0%
CCOc1ccc(NC2OC(=O)c3c2ccc(OC)c3OC)cc1 (configuration not stated)
  RNase H inhibition: 0%
c1ccc2c(c1)ccc1nnc(-c3ccc4c(c3)OCO4)n12
  RNase H inhibition: 4%
Cc1ccc(S(=O)(=O)N/N=C/c2ccc(OC(=O)c3ccccc3[N+](=O)[O-])cc2)cc1
  RNase H inhibition: 10%

# Continuation:
SMILES,RNase H inhibition
Cc1ccc(S(=O)(=O)NCCOc2ccccc2Cl)cc1[N+](=O)[O-],7%
Cc1c(NC(=S)NC(=O)c2ccc(Br)cc2)cccc1-c1nc2ncccc2o1,38%
O=C(NCC(F)(F)C(F)F)c1cccnc1,0%
N#C/C(=C/c1ccc(O)cc1)C(=O)Nc1ccc(O)cc1,8%
Cc1cc(C2C3=C(CC(C)(C)CC3=O)N=C3c4ccccc4C(=O)C32)cc(C)c1O (configuration not stated),6%
CCCn1c2ccccc2c2nnc(SCc3ccccc3)nc21,15%
Cc1n[nH]c(C)c1CCCCCCOc1ccc(F)cc1,12%
COc1ccc2nc(SCC(=O)Nc3ccccc3F)[nH]c2c1,15%
CC(=O)C(C(=O)c1ccccc1)C(=O)c1ccccc1,0%
O=C(CSCC(=O)Nc1ccccc1)NCc1ccccc1,13%

# Molecules listed so far that contain a furan ring, fused or not (3):
SMILES,RNase H inhibition
COc1ccc(/C=C(/NC(=O)c2ccco2)C(=O)Nc2ccc3ccccc3c2)cc1,14%
Cc1oc2ccc(OCc3ccc(Cl)cc3)cc2c1C(=O)O,1%
COC(=O)c1cc(Cl)c(NC(=O)c2ccco2)cc1OC,3%

# Remaining list, next part:
SMILES,RNase H inhibition
Cc1cccc(NC(=O)C(C)Oc2cccc(Cl)c2)n1 (configuration not stated),36%
CC(C)CNC(=O)COc1ccc(Br)cc1,10%
CCOc1cccc(C(=O)NC(=S)Nc2ccc(-c3nc4cc(CC)ccc4o3)cc2)c1,5%
CCCCOC(=O)C1=C(C)N(C)C(=O)NC1c1ccc(O)c(OC)c1 (configuration not stated),5%
CSc1nsc(SC)c1NC(=O)OCCN1CCOC1=O,12%
CC1(C)Cc2ccccc2C(C[N+](=O)[O-])=N1,1%
COc1ccc(Cl)cc1N1C(=O)C2C(c3ccc(Cl)cc3)OC3(C(=O)c4ccccc4C3=O)C2C1=O (configuration not stated),8%
COc1ccccc1NC(=O)c1ccccc1NS(=O)(=O)c1ccc(C)cc1,0%
CC(C)(C)c1ccc(O)c(N=Cc2cc(Br)cc(Cl)c2O)c1,2%
C(=Nc1cccc2ccccc12)c1ccccn1,0%
O=C1NC(=O)N(Cc2ccco2)C(=O)/C1=C\c1cn(Cc2ccc(Cl)cc2)c2ccccc12,37%
CCc1cc2c(N3CCN(c4ccccn4)CC3)ncnc2s1,5%
COc1cccc(/C=C2\C(=O)NC(=O)N(c3cccc(Cl)c3C)C2=O)c1,0%
COc1cc(C2C(C#N)=C(N)OC3=C2C(=O)CCC3)cc(Br)c1O (configuration not stated),10%
COc1ccc2ccccc2c1-c1cc(C(=O)N/N=C/c2ccc(C)cc2)[nH]n1,13%
CN(C)/C=C1\C(=O)N(c2ccc([N+](=O)[O-])cc2)N=C1c1ccccc1,12%
CCOc1ccc(N(CC(=O)O)S(=O)(=O)c2ccc(SC)cc2)cc1,0%
O=P(Cc1ccccc1O)(c1ccccc1)c1ccccc1,2%
CC1CCCC(N2CCN(c3ccccc3F)CC2)C1 (configuration not stated),5%
CN(C)c1ccc(/C=C2/C(=O)NC(=O)N(c3cccc(Cl)c3)C2=O)cc1,0%
O=C1CCCC(O)=C1C=Nc1ccc(N=CC2=C(O)CCCC2=O)cc1,10%
CC(C)N(C(=O)C1CCCCC1C(=O)O)C(C)C (configuration not stated),0%
COc1cc([N+](=O)[O-])ccc1NC(=O)COc1ccc(-c2ccc(C)cc2)cc1,10%
Cc1ccc(NCC(O)Cn2c3ccccc3c3ccccc32)c(C)c1 (configuration not stated),5%
CCOc1ccc(C(=O)NC(=S)Nc2ccc3oc(-c4ccccc4Br)nc3c2)cc1,18%
Cc1c(N2C(=O)/C(=C/c3ccc(Cl)c(Cl)c3)SC2=S)c(=O)n(-c2ccccc2)n1C,4%
CCSCCOC(=O)C1=C(C)NC2=C(C(=O)CC(c3ccc(Cl)cc3)C2)C1c1ccccc1Br (configuration not stated),23%
O=C(COc1ccc(Cl)cc1Br)NCCCN1CCOCC1,7%
CC(c1ccco1)N(C(=O)COc1ccc(Cl)cc1Cl)c1ccccn1 (configuration not stated),4%
COc1cc(C)c(CN(C)C2CCN(C)CC2)cc1C,1%
CCOc1cccc(C=C2C(=O)NC(=S)NC2=O)c1OC,6%
COc1ccc(N2C(=O)C(=O)/C(=C(\O)c3ccc([N+](=O)[O-])cc3)C2c2ccc(F)cc2)cc1 (configuration not stated),8%
COc1ccc(NC(=S)NC(NC(=O)c2ccccc2F)C(Cl)(Cl)Cl)cc1 (configuration not stated),15%
COc1ccc(NC(=O)c2ccc(-c3ccc([N+](=O)[O-])cc3OC)o2)cc1Cl,33%
COc1ccc(C2CC(=O)C3=C(C2)Nc2ccccc2NC3c2ccc(F)cc2)cc1OC (configuration not stated),0%
Cc1ccccc1C(=O)Nc1cccc(NC(=O)c2ccc(Cl)c([N+](=O)[O-])c2)c1,14%
C=CCOC(=O)C1=C(C)N(C)C(=O)NC1c1ccc(Cl)cc1 (configuration not stated),23%
Cc1ccnc(N2C(=O)C3CCCCC3C2=O)c1 (configuration not stated),12%
Cc1cc(C)c(NC(=O)c2cncc(Br)c2)c(C)c1,0%
N#C/C(=C/c1ccc(N2CCOCC2)o1)C(=O)Nc1ccc(Cl)cc1,0%
Cc1ccc(Cl)cc1NC(=O)c1ccc(F)cc1,0%
O=C1C(Cl)=C(N2CCCCCC2)C(=O)N1c1ccc(Cl)cc1,12%
COc1ccc(Cl)cc1NS(=O)(=O)c1ccc(OC)c(OC)c1,1%
COc1ccc(OC)c(/C=c2\sc3nc4c(Br)c(C)c(C)cc4n3c2=O)c1,18%
